# aSyn UTR inh: MLPCN primary screen, SNCA 5' untranslated region. hit rate 0.82% among 300,000. inhibition, % (tested at 7.5 µM). alpha-synuclein 5'UTR reporter, inhibitor activity; in the data active means inhibition above about 60%;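 further: H4 neuroglioblastoma cells stably carrying SNCA 5'UTR luciferase fusion; 0% = DMSO wells and 100% = positive control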
# GSK3A inh: human GSK-3 alpha kinase inhibition. AID 2650. inhibition, % at 10 µM. ADP-Glo luminescence, 60 min. hit rate 0.1% among 320,000. P49840;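 in the data active means inhibition above about 50%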;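 further: GST-tagged GSK-3 alpha with peptide substrate and 25 µM ATP; 0% = DMSO neutral wells and 100% = GW8510 positive control wells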
# Target sequence (P49840 whole entry, looked up): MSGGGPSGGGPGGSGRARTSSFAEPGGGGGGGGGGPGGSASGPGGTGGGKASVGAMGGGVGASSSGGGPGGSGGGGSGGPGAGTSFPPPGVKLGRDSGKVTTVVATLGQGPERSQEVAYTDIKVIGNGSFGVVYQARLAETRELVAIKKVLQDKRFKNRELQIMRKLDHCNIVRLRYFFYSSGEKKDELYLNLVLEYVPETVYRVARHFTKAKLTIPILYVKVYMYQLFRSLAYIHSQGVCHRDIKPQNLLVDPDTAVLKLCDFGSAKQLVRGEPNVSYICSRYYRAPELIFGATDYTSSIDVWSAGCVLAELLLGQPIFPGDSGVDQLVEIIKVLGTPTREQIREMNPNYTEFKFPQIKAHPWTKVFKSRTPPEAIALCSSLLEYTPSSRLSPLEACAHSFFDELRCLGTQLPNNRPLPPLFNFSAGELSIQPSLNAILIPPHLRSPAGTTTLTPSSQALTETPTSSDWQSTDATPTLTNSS
# Platelet DG rel: modulates dense granule release in human platelets | AID 1663 | hit rate 0.22% among 300,000 | human platelet-rich plasma, SFLLRN dense granule ATP release, luminescence | inhibition, %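 (compounds screened at 7.5 µM in platelet-rich plasma)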;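 active means mean replicate score, as percent of positive control, at or above 50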
# HSF-1 act: increases HSF-1 driven luciferase reporter signal | NIH3T3-HGL HSF-1 luciferase reporter, MG132, 8 h; 100% = twice DMSO control signal | activation, % at 9 µM | hit rate 1.7% among 300,000;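 active means mean replicate activation of at least 50% with a set share of replicates each reaching 50%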;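 further: 0% = median of the neutral control wells and 100% = twice that signal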
# Dyrk1A ADPGlo: Dyrk1A (rat) kinase inhibition; ADP-Glo luminescence, NFATc1 peptide; inhibition, % at 12.5 µM; hit rate 0.43% among 310,000; AID 504441; in the data active means inhibition above about 50%;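 further: plate controls were vehicle with enzyme for no effect and no enzyme for full effect; many of its hits are not listed in these tables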
# IEC-6 cytotox: counter-screen for KLF5 inhibitors: cytotoxicity in IEC-6 cells; IEC-6 cytotoxicity, luminescence viability; inhibition, % at 5 µM; hit rate 0.78% among 290,000; AID 1825; in the data active means inhibition above about 22%;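 further: 0% = plate median of test compound wells and 100% = cytotoxic reference compound wells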
# HSP90 refold inh: blocks HSP90-mediated luciferase refolding in reticulocyte lysate; Rabbit reticulocyte lysate, luciferase refolding luminescence, 3 h; inhibition, % at 5.6 µM; hit rate 0.91% among 290,000; AID 1789;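 active means inhibition above the screen-wide mean plus 3 SD, computed separately per campaign, cut at about 16% in these data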;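 further: 0% = DMSO wells and 100% = 60 µM geldanamycin wells; inhibitors lower the luminescence because luciferase stays unfolded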
# HSF1 inh: HSF1 inhibition; activity change, negative = inhibition, % at 7.5 µM (by protocol); hit rate 0.77% among 300,000; AID 2098; NIH3T3-HGL HSE-luciferase, MG132-induced, luminescence 8 h; active compounds read low;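 active means more than half of replicate wells show activity change below -50%, luminescence cut by over half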;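 further: luciferase reports HSF-1 transcriptional activity via heat shock element; 0% = median of DMSO wells and -100% = zero luminescence signal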
# KLF5 inh: kruppel-like factor 5 inhibition; hit rate 0.23% among 290,000; inhibition, % at 5 µM; DLD-1 KLF5 promoter-luciferase reporter, luminescence;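 active means inhibition above a per-plate limit of that plate's mean compound inhibition plus 3 SD, cut at about 60% in these data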;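 further: 0% = DMSO wells and 100% = LY294002 at 200 µM; higher means less KLF5 promoter-driven luciferase light; inactives centre near -14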
# GSK3B inh: human GSK3beta kinase inhibition | AID 2097 | activity score (negative = inhibition), % at 10 µM | GST-GSK3beta kinase, ADP-Glo luminescence, 60 min; active compounds read low | hit rate 0.038% among 300,000 | P49841;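 active means more than half of replicate wells score below -50%, meaning over 50% inhibition versus plate controls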;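 further: 0% = median DMSO wells and -100% = median GW8510 positive control wells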
# Target sequence (P49841 whole entry, looked up): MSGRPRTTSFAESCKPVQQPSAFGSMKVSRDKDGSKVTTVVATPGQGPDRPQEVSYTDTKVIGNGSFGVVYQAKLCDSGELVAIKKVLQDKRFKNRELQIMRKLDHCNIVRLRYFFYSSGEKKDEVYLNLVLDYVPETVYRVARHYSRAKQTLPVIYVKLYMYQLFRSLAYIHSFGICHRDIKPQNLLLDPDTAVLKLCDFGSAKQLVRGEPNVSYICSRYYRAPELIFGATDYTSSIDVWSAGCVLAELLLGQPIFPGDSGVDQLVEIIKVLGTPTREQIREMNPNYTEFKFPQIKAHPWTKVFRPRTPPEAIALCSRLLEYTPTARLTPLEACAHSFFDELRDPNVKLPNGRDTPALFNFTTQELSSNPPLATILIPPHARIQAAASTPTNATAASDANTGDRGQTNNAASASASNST
#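 Assay system: GST-tagged human GSK3beta kinase, cell-free; Input: 1.6 ng GSK3beta; Medium: Tris/MgCl2 kinase buffer; Timing: 60 min enzyme reaction, room temperature; Signal: ADP-Glo luminescence quantifying ADP generated by kinase; Evaluation: score relative to plate controls; Benchmarks: DMSO neutral wells and GW8510 at 20 µM as positive.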
# * marks the source's active call; other numbers are inactive results; · = no result given. This is a subset, so the mix of outcomes need not match the whole.
SMILES,aSyn UTR inh,GSK3A inh,Platelet DG rel,HSF-1 act,Dyrk1A ADPGlo,IEC-6 cytotox,HSP90 refold inh,HSF1 inh,KLF5 inh,GSK3B inh
CCOC(=O)c1c(C)[nH]c(C(=O)OCC(=O)N(CC(C)C)c2c(N)n(Cc3ccccc3)c(=O)[nH]c2=O)c1C,-5.1,-1.1,-1.7,8.4,-0.3,·,·,-1.4,·,-0.6
CC(C)Oc1ccc(OCCn2c(=S)[nH]c3c(N)ncnc32)cc1,2.6,0.1,-0.8,5.1,2.1,-6.2,3.6,-0.1,1.9,2.9
CC(C)OP(=O)(c1ccc(N(C)C)cc1)C(O)c1ccccc1 (stereo not drawn),26.5,-1.1,5.9,-8.0,-5.2,-6.0,-2.4,4.7,-8.8,-0.1
c1ccc(-c2ccccc2OCCOCCN2CCNCC2)cc1,-9.1,·,5.2,-4.2,7.0,1.7,-2.0,-3.4,-18.0,-2.4
Cc1ccc(OCCOc2ccc(Br)cc2/C=N\NC(N)=O)cc1,-58.3,·,-13.3,4.3,-1.1,1.0,0.0,-2.8,-10.2,0.5
OC(COc1ccc2c(c1)OCO2)CN1CCN(c2ccc(F)cc2)CC1 (stereo not drawn),6.8,·,5.2,3.5,-3.3,2.7,-3.2,-12.4,-1.2,6.6
COc1ccc(-c2nnc(SCC(=O)c3ccco3)n2-c2ccccc2)cc1,-9.3,0.1,-15.9,15.9,2.1,-3.8,-0.4,4.9,-1.5,0.3
O=C(CCSc1ccccc1)NCCSCc1ccccc1,12.8,-1.5,-3.4,22.1,0.7,-9.7,0.5,21.8,-4.5,2.2
COc1ccc(NC(=O)CN2CCN(CC(=O)Nc3ccc4c(c3)OCO4)CC2)cc1,·,0.0,·,·,·,-3.5,-3.2,·,-21.4,·
CN(C)S(=O)(=O)c1cccc(COc2ncnc3c(Cl)cc(Cl)cc23)c1,13.1,1.9,-2.4,44.4,7.8,-4.1,3.1,17.2,-22.4,3.6
CCOC(=O)C(C)Sc1ncc(-c2ccccc2)cn1 (stereo not drawn),-7.4,-0.8,9.7,22.8,-2.5,-4.1,-0.6,16.4,-8.1,2.3
C/C(=N/NC(=O)c1ccoc1C)c1ccc(N2CCOCC2)cc1,-131.0,-0.2,-12.4,38.7,1.3,7.2,7.9,15.2,-157.8,3.9
CCC(C)c1ccc(NC(=S)N2CCN(c3ccccn3)CC2)cc1 (stereo not drawn),-10.0,0.8,-1.9,-1.9,-9.8,-5.0,-3.1,-5.6,-35.7,-5.8
O=C(CCN1C(=O)COc2ccccc21)NCCN1CCN(c2cccc(Cl)c2)CC1,22.4,-4.8,8.8,-42.0,-0.7,-1.6,2.3,-29.7,-16.1,0.3
Cc1cccc(C)c1OCc1nnc(SCC(=O)Nc2nccs2)n1-c1ccccc1,21.7,-2.2,-2.9,-16.6,-6.5,-4.7,-2.1,-13.2,16.3,1.6
COc1ccc(N(CC(=O)NCCSCc2ccc(Cl)cc2)S(C)(=O)=O)cc1Cl,14.6,-2.9,3.3,5.0,-4.0,4.3,0.5,0.7,4.0,-0.8
Cn1ncc(C#N)c1NC(=O)C1CC(c2ccccc2Cl)=NO1 (stereo not drawn),4.4,-0.3,-0.4,3.7,·,-0.3,-0.2,-1.1,-23.1,3.7
COc1ccc(N2CCN(Cc3oc(CO)cc(=O)c3O)CC2)cc1,14.8,0.3,1.4,6.0,0.0,2.8,0.4,-5.3,-11.5,0.8
O=S(=O)(Nc1nc2ccccc2s1)c1cnc(Cl)c(Br)c1,-6.9,0.6,-4.3,-8.2,-2.7,4.4,1.3,2.6,-4.9,-3.5
Cc1ccc(/C=C2\SC(=S)N(C(Cc3ccccc3)C(=O)O)C2=O)cc1 (stereo not drawn),11.1,-9.8,-8.6,-8.1,-1.3,-8.4,0.9,-4.8,-10.2,4.4
CCSc1ccc2nnc(-c3ccc(F)cc3)n2n1,35.9,81.7*,2.5,-1.6,43.7,11.6,88.3*,-1.0,18.1,-76.2*
CC(=O)Nc1ccc(NC(=O)C(C)OC(=O)C2(c3ccc(F)cc3)CCCC2)cc1 (stereo not drawn),52.9,0.1,-2.7,-10.7,1.5,0.0,0.8,-10.5,-23.9,0.6
O=C(O)c1ccccc1C(=O)Nc1cccc([N+](=O)[O-])c1,2.1,-3.0,-5.8,21.3,-3.2,-2.9,-0.8,22.7,-18.5,0.8
CCOC(=O)Cn1nnnc1CN(Cc1ccc(OC)cc1)Cc1cc2cc(C)ccc2[nH]c1=O,9.7,-4.5,1.0,7.0,-3.1,2.6,-1.6,-2.0,-12.4,11.4
CC1(C)Cc2cccc(OCC(=O)Nc3cccnc3)c2O1,-9.8,0.2,6.1,-8.8,-2.8,-3.9,0.1,-9.6,19.7,0.5
# (next part)
SMILES,aSyn UTR inh,GSK3A inh,Platelet DG rel,HSF-1 act,Dyrk1A ADPGlo,IEC-6 cytotox,HSP90 refold inh,HSF1 inh,KLF5 inh,GSK3B inh
Cc1ccc(-c2nnn(CCC(=O)N3CCCCC3C)n2)cc1 (stereo not drawn),-36.0,0.6,4.0,6.6,5.3,1.1,8.5,6.5,-15.8,3.7
COCCn1c(C)nc2oc3ccc(Br)cc3c(=O)c2c1=O,2.2,0.8,-1.0,19.0,6.7,1.0,4.5,3.5,-19.8,-0.3
Fc1ccccc1-c1nc(NCCCN2CCOCC2)c2ccccc2n1,7.0,·,5.5,19.3,8.3,-1.0,-0.9,-0.8,-4.1,-0.4
O=C(CCS(=O)(=O)Cc1ccccc1)NC1CCCCC1,16.3,-2.4,4.5,-6.9,3.9,-8.0,-3.8,-0.4,3.5,3.3
COc1ccc(NS(=O)(=O)c2cccc3nonc23)c(OC)c1,-17.5,0.0,-9.2,1.6,-6.0,-0.6,-2.0,2.7,14.0,1.3
CCC(=O)N1CCN(c2ccccc2NC(=O)c2cccs2)CC1,9.3,2.2,-3.7,-9.6,3.7,-1.5,-3.8,-2.8,-33.7,4.2
CCOc1ccc(Br)cc1C(=O)N/N=C/c1c[nH]c2ccccc12,7.0,-2.5,-0.6,5.2,-10.1,9.0,6.3,-4.6,-13.5,-6.1
COc1cc(S(=O)(=O)NCCCn2ccnc2)ccc1Cl,2.0,1.5,7.0,2.1,·,-8.1,-7.2,-5.4,-8.6,1.5
Cc1cc(C)c(S(C)(=O)=O)c(N(C)N)n1,3.5,-0.9,-2.1,-10.8,2.9,-2.1,-1.2,2.6,-37.3,1.7
O=C(OC1CCOC1=O)C1CCN(S(=O)(=O)c2c(Cl)cccc2Cl)CC1 (stereo not drawn),2.6,-0.4,-1.1,-4.7,·,·,·,-3.0,·,0.2
O=S(=O)(NCc1ccccn1)c1ccc(F)cc1,-34.7,0.1,1.1,-86.4,4.3,0.9,-0.3,-83.2*,-23.3,-5.6
CCN(CC)C1CCN(c2nc3nonc3nc2NCCOC)C1 (stereo not drawn),12.4,-1.9,4.8,-7.1,-4.6,1.6,2.7,-1.1,-24.5,-2.8
COc1ccc([C@@H]2[C@@H]3C(=O)N(C(C)(C)C)C(=O)[C@@H]3[C@]3(Cc4ccccc4)C(=O)N(c4ccc(Br)cc4)C(=O)N23)cc1,-21.1,2.9,0.9,4.8,0.6,0.4,-3.6,-2.1,-12.2,0.5
COc1ccccc1CNC(=O)CN(Cc1ccc(Cl)cc1)S(C)(=O)=O,-8.0,0.2,22.6,15.2,-5.4,5.4,0.8,4.0,23.2,3.0
CCN(C(=S)NCCOC)c1cccc2ccccc12,-32.4,0.0,-1.8,2.3,·,2.4,0.8,-8.8,-15.2,0.7
CC(Cl)C(=O)Nc1cc(C(F)(F)F)ccc1N1CCOCC1 (stereo not drawn),11.2,0.9,-3.6,-6.3,·,0.5,0.0,-5.1,19.1,0.0
COc1cc(CN2CCN(Cc3ccc4cc(F)ccc4n3)CC2CCO)cc(OC)c1 (stereo not drawn),17.8,1.2,-0.6,-3.8,3.1,1.7,1.1,-4.9,27.1,-0.3
O=C(CN1C(=O)c2ccccc2S1(=O)=O)Nc1ncc([N+](=O)[O-])s1,-10.4,·,1.0,41.1,2.4,·,·,4.5,·,-3.4
Clc1ccccc1CN(Cc1ccccc1)C(c1cccs1)c1nnnn1C1CCCC1 (stereo not drawn),20.5,-1.3,2.3,-1.3,-4.4,2.8,3.1,10.5,-21.2,·
Cc1cccc(NC(=S)N/N=C/c2ccc([N+](=O)[O-])s2)c1,36.3,-0.1,·,-32.7,-3.5,-4.5,-5.5,-30.6,-79.3,3.4
COc1ccc(NC(=O)CSc2nnnn2-c2ccc(F)cc2)cc1,5.1,-2.8,-1.0,-3.5,-3.1,-1.6,4.2,-8.9,-25.2,-1.3
COc1ccc(C(=O)NC(=S)NNC(=O)c2cnccn2)cc1OC,90.5*,-5.3,2.9,-7.6,7.9,-0.7,-1.3,-7.2,-13.2,2.4
CCc1ccc(-n2nc3cc(C)c(N)cc3n2)cc1,41.2,0.4,4.6,22.8,1.5,-0.9,5.7,17.4,-191.4,-2.7
FC(F)Sc1ccc(NC(=S)NCc2ccccc2)cc1,-70.3,·,-0.2,13.7,0.3,2.3,-0.1,1.3,-15.4,-0.8
CCN(CC)C(=O)C(=O)c1cccn1-c1cccc(-n2cccc2C(=O)C(=O)N(CC)CC)c1C#N,-8.6,-5.3,-6.2,-4.0,0.0,-4.1,9.2,6.7,-23.9,0.3
# The list goes on.
SMILES,aSyn UTR inh,GSK3A inh,Platelet DG rel,HSF-1 act,Dyrk1A ADPGlo,IEC-6 cytotox,HSP90 refold inh,HSF1 inh,KLF5 inh,GSK3B inh
O=c1[nH]c2ccccc2nc1NCCN1CCOCC1,12.8,0.6,-0.1,-8.2,0.9,-3.6,1.3,-2.5,-34.0,1.4
CCN(CC)C(=O)CSc1nnc(CNc2ccc(F)cc2)n1Cc1ccco1,11.9,-5.6,1.7,-6.9,-0.8,6.2,6.7,3.1,16.1,-2.0
Cc1ccc(OCCCn2ccnc2)c(Br)c1,-20.3,-1.4,6.5,12.6,·,4.2,0.4,1.8,-50.7,1.7
O=C(Cn1ccc2ccccc2c1=O)NCCC(=O)N1CCCCC1,2.9,-1.5,2.9,0.2,-0.9,-1.0,-5.4,-3.2,-8.2,3.0
COC(=O)c1cc(OC)c(OC)cc1NC(=S)N1CCN(Cc2ccccc2)CC1,28.7,-1.2,1.9,2.6,2.1,0.3,-0.8,0.4,-20.2,1.3
CCOCCCNC(=O)c1oc2ccc(S(=O)(=O)N3CCOCC3)cc2c1C,22.8,-0.3,-1.6,9.9,1.1,6.9,0.6,-2.2,1.2,0.7
O=C(Oc1c(CN2CCOCC2)cc(Cl)c2cccnc12)c1cccs1,107.7*,0.1,6.2,-15.7,0.2,16.5,-0.7,-18.3,8.4,-0.8

# Random excerpt: 2 records from the list.
SMILES,aSyn UTR inh,GSK3A inh,Platelet DG rel,HSF-1 act,Dyrk1A ADPGlo,IEC-6 cytotox,HSP90 refold inh,HSF1 inh,KLF5 inh,GSK3B inh
O=C(Cn1ccc2ccccc2c1=O)NCCC(=O)N1CCCCC1,2.9,-1.5,2.9,0.2,-0.9,-1.0,-5.4,-3.2,-8.2,3.0
CCN(CC)C(=O)CSc1nnc(CNc2ccc(F)cc2)n1Cc1ccco1,11.9,-5.6,1.7,-6.9,-0.8,6.2,6.7,3.1,16.1,-2.0
